Source: PubChem BioAssay
PLAP inhibition: PLAP enzyme inhibitors, biochemical, luminescence, HTS (AID 690); Alkaline phosphatase, placental type (Homo sapiens); purified PLAP, luminescent substrate; higher % means a stronger effect; inhibition, % at 20 µM, or IC50 in µM where a hit was titrated; actives 0.08% (n = 96,000); in the data active means a potency from the dose series; inactive means the rest, 99 in 100 with inhibition below about 30%; further: strong numbers were not always called active
NFkB transloc pot: enhancers of NFkB p65 translocation in HUVEC – imaging, IL-1B stimulus, high-content imaging, primary screen | actives 0.3% (n = 94,000) | HUVEC IL-1B NFkB p65 nuclear translocation imaging | AID 819, 2007 | activation, % at 2 µM;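 active means activation above 40%, about the mean plus 3 SD, also judged a hit on visual image review; inconclusive means activation above 40% but not a hit on visual review; inactive means activation not above 40% and no visual hit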;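 further: percent activation is computed from the nuclear over cytoplasmic p65 intensity ratio; values of inactives mirror those of a sister screen read the other way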
Bcl-B TR3 displacers: displacers of TR3 peptide from Bcl-B, primary screen, selectivity assay for Bfl-1 inhibitor project, biochemical, fluorescence polarization | Bcl-2-like protein 10 (Homo sapiens) | FP displacement of FITC-TR3 peptide from Bcl-B; higher % means a stronger effect | displacement, % at 20 µM, or IC50 in µM where a hit was titrated | actives 0.11% (n = 96,000) | AID 748, 2007;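 active means displacement above 50% at 20 µM plus a fluorescence interference ratio under 1.5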;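 further: plate controls were wells without compound for no effect and wells lacking Bcl-B protein for full effect; a part of the inactive calls stands beside numbers as strong as those of hits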
IL1B NFkB inh: inhibitors of IL-1B driven NFkB p65 nuclear import, primary screen, imaging, HUVEC, IL-1B stimulus, high-content imaging | HUVEC IL-1B NFkB p65 nuclear translocation imaging | inhibition, % at 2 µM | actives 0.43% (n = 94,000) | AID 796, 2007;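 active means inhibition above about 30% together with a positive call from visual inspection of the well image, limit read from the data; inconclusive means inhibition above a set limit but visual check negative; inactive means inhibition not above a set limit, visual check negative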;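 further: nuclear over cytoplasmic p65 intensity ratio measured by imaging; 0% = IL-1B stimulated DMSO wells and 100% = unstimulated DMSO wells; values of inactives mirror those of a sister screen read the other way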
MRP resist rev: reversal of MRP1-mediated doxorubicin resistance, primary screen, H69AR cells, doxorubicin co-treatment | H69AR cells + 2 uM doxorubicin, CellTiter-Glo, 72 h | differential viability (reversal), % at 10 µM | actives 0.04% (n = 85,000);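 active means viability drop by adding the cancer drug above about 55%, with treated viability meeting a 40% cutoff, limit read from the data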;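 further: viability without doxorubicin minus viability with 2 µM doxorubicin for each compound; larger differential means the compound sensitizes cells more to doxorubicin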
MRP resist rev cytotoxicity: further read-out of MRP resist rev, marked with its call; viability, %; H69AR cells, CellTiter-Glo, 72 h; measured here: cytotoxicity without doxorubicin
MRP resist rev with doxorubicin: further read-out of MRP resist rev, marked with its call; viability, %; measured here: viability with 2 uM doxorubicin; hits give low values
IL1B NFkB inh cell count 2 µM: further read-out of IL1B NFkB inh, marked with its call; cell count; measured here: cells passing quality filter;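 raw number of nuclei counted in each imaged well without normalization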
NFkB transloc pot cell count 2 µM: second read-out of NFkB transloc pot, no call of its own (marks repeat the call); cell count; measured here: cells passing quality filter
Starred values were filed as active, the others as inactive. This is a subset; the hit share may differ from the screen's.

`COc1ccc(CNC(=O)C2CCC(CNS(=O)(=O)c3cccc4nsnc34)CC2)cc1` (configuration not stated) gave PLAP inhibition 17%, NFkB transloc pot -3, Bcl-B TR3 displacers -4%, IL1B NFkB inh 3, MRP resist rev 10, MRP resist rev cytotoxicity 88, MRP resist rev with doxorubicin 78, IL1B NFkB inh cell count 2 µM 176 and NFkB transloc pot cell count 2 µM 176.
CCN(CC)CCN1C(=O)c2oc3ccccc3c(=O)c2C1c1ccccc1 (configuration not stated) was read as PLAP inhibition -60%, NFkB transloc pot 18, Bcl-B TR3 displacers -5%, IL1B NFkB inh -15, IL1B NFkB inh cell count 2 µM 62 and NFkB transloc pot cell count 2 µM 62.
`Cc1nc(NC(=O)C2CC3CCCC(C2)C3=O)sc1C` (configuration not stated) gave PLAP inhibition 3%, NFkB transloc pot -9, Bcl-B TR3 displacers -8%, IL1B NFkB inh 9, MRP resist rev 6, MRP resist rev cytotoxicity 90, MRP resist rev with doxorubicin 83, IL1B NFkB inh cell count 2 µM 162 and NFkB transloc pot cell count 2 µM 162.
Screening COc1ccc(NC2=C(C)C(=O)CC2)cc1 returned PLAP inhibition 16%, NFkB transloc pot -2, Bcl-B TR3 displacers 10%, IL1B NFkB inh 2, MRP resist rev 14, MRP resist rev cytotoxicity 87, MRP resist rev with doxorubicin 73, IL1B NFkB inh cell count 2 µM 124 and NFkB transloc pot cell count 2 µM 124.
For Cc1ccc(NC(=O)c2ccc(Cn3cc(Br)cn3)o2)cc1 the results were NFkB transloc pot 21, IL1B NFkB inh -21, MRP resist rev -7, MRP resist rev cytotoxicity 106, MRP resist rev with doxorubicin 113, IL1B NFkB inh cell count 2 µM 108 and NFkB transloc pot cell count 2 µM 108.
CSc1nc(C)cc(-n2ccc(=O)[nH]c2=O)n1 was read as PLAP inhibition -1%, Bcl-B TR3 displacers -7%, MRP resist rev 4, MRP resist rev cytotoxicity 92 and MRP resist rev with doxorubicin 88.
Cc1cc2oc(=O)cc(CN3CCN(Cc4ccc5c(c4)OCO5)CC3)c2cc1C was read as NFkB transloc pot 15, IL1B NFkB inh -15, MRP resist rev -17, MRP resist rev cytotoxicity 91, MRP resist rev with doxorubicin 108, IL1B NFkB inh cell count 2 µM 113 and NFkB transloc pot cell count 2 µM 113.
For Cc1c(-c2ccccc2)oc2nc3c(c(=O)n(C)c(=O)n3C)n12 the results were PLAP inhibition -13%, Bcl-B TR3 displacers 5%, MRP resist rev 1, MRP resist rev cytotoxicity 91 and MRP resist rev with doxorubicin 90.
For Cc1ccc(Cc2nc(-c3cccc(C)c3)no2)cc1 the results were PLAP inhibition 22%, NFkB transloc pot 15, Bcl-B TR3 displacers 6%, IL1B NFkB inh -15, MRP resist rev 9, MRP resist rev cytotoxicity 94, MRP resist rev with doxorubicin 85, IL1B NFkB inh cell count 2 µM 117 and NFkB transloc pot cell count 2 µM 117.
Screening COc1ccc(-c2nnn(CC#N)n2)cc1OC returned PLAP inhibition 21%, NFkB transloc pot 4, Bcl-B TR3 displacers -1%, IL1B NFkB inh -4, MRP resist rev -7, MRP resist rev cytotoxicity 84, MRP resist rev with doxorubicin 90, IL1B NFkB inh cell count 2 µM 155 and NFkB transloc pot cell count 2 µM 155.
Cc1onc(-c2ccccc2)c1C(=O)Nc1sc2c(c1C#N)CCC(C)C2 (configuration not stated) was read as PLAP inhibition -21%, NFkB transloc pot 19, Bcl-B TR3 displacers 2%, IL1B NFkB inh -19, IL1B NFkB inh cell count 2 µM 132 and NFkB transloc pot cell count 2 µM 132.
`Oc1ccc(-c2csc(-c3ccccc3)n2)cc1O` gave PLAP inhibition 27%, Bcl-B TR3 displacers -9%, MRP resist rev -23, MRP resist rev cytotoxicity 20 and MRP resist rev with doxorubicin 43.
`CC(=O)Nc1ccc(S(=O)(=O)NCc2ccc(C(=O)NC(C)c3ccccc3)cc2)cc1` (configuration not stated) gave PLAP inhibition 30%, NFkB transloc pot 2, Bcl-B TR3 displacers 2%, IL1B NFkB inh -2, MRP resist rev 17, MRP resist rev cytotoxicity 89, MRP resist rev with doxorubicin 71, IL1B NFkB inh cell count 2 µM 81 and NFkB transloc pot cell count 2 µM 81.
Screening COc1ccc(-n2ncc3c(SCC(=O)N4CCN(c5ccccc5OC)CC4)ncnc32)cc1 returned NFkB transloc pot -2, IL1B NFkB inh 2, MRP resist rev -30, MRP resist rev cytotoxicity 23, MRP resist rev with doxorubicin 53, IL1B NFkB inh cell count 2 µM 174 and NFkB transloc pot cell count 2 µM 174.
For CCCS(=O)(=O)N1CCN(C(=O)COc2ccccc2)CC1 the results were PLAP inhibition 0%, NFkB transloc pot -5, Bcl-B TR3 displacers 0%, IL1B NFkB inh 5, MRP resist rev 7, MRP resist rev cytotoxicity 100, MRP resist rev with doxorubicin 93, IL1B NFkB inh cell count 2 µM 109 and NFkB transloc pot cell count 2 µM 109.

Already shown: entries from further up.
`COc1ccc(CNC(=O)C2CCC(CNS(=O)(=O)c3cccc4nsnc34)CC2)cc1` (configuration not stated) gave PLAP inhibition 17%, NFkB transloc pot -3, Bcl-B TR3 displacers -4%, IL1B NFkB inh 3, MRP resist rev 10, MRP resist rev cytotoxicity 88, MRP resist rev with doxorubicin 78, IL1B NFkB inh cell count 2 µM 176 and NFkB transloc pot cell count 2 µM 176.
CCN(CC)CCN1C(=O)c2oc3ccccc3c(=O)c2C1c1ccccc1 (configuration not stated) was read as PLAP inhibition -60%, NFkB transloc pot 18, Bcl-B TR3 displacers -5%, IL1B NFkB inh -15, IL1B NFkB inh cell count 2 µM 62 and NFkB transloc pot cell count 2 µM 62.
`Cc1nc(NC(=O)C2CC3CCCC(C2)C3=O)sc1C` (configuration not stated) gave PLAP inhibition 3%, NFkB transloc pot -9, Bcl-B TR3 displacers -8%, IL1B NFkB inh 9, MRP resist rev 6, MRP resist rev cytotoxicity 90, MRP resist rev with doxorubicin 83, IL1B NFkB inh cell count 2 µM 162 and NFkB transloc pot cell count 2 µM 162.

Later entries:
O=C(NCc1ccco1)C(c1ccco1)N(CCc1ccccc1)C(=O)Cn1nnc2ccccc21 (configuration not stated) was read as PLAP inhibition 3%, NFkB transloc pot 8, Bcl-B TR3 displacers 2%, IL1B NFkB inh -8, MRP resist rev 1, MRP resist rev cytotoxicity 93, MRP resist rev with doxorubicin 92, IL1B NFkB inh cell count 2 µM 120 and NFkB transloc pot cell count 2 µM 120.
`O=C(c1cccs1)N1CCc2ccccc21` gave PLAP inhibition 23%, NFkB transloc pot -10, Bcl-B TR3 displacers -4%, IL1B NFkB inh 10, MRP resist rev -3, MRP resist rev cytotoxicity 94, MRP resist rev with doxorubicin 97, IL1B NFkB inh cell count 2 µM 92 and NFkB transloc pot cell count 2 µM 92.
For CCOc1ccc(Cc2nc(C)c(CC(=O)N3CCOCC3)c(=O)[nH]2)cc1 the results were PLAP inhibition -8%, NFkB transloc pot 11, Bcl-B TR3 displacers -1%, IL1B NFkB inh -11, IL1B NFkB inh cell count 2 µM 139 and NFkB transloc pot cell count 2 µM 139.
`Cc1cc(C)c(NC(=O)CSc2nc(COc3ccccc3)nc3ccccc23)c(C)c1` gave PLAP inhibition 10%, NFkB transloc pot 13, Bcl-B TR3 displacers -34%, IL1B NFkB inh -13, IL1B NFkB inh cell count 2 µM 113 and NFkB transloc pot cell count 2 µM 113.
Screening CC1(C)Cc2c(cnn2-c2ccccc2)C(=O)/C1=N\NC(=O)c1ccccc1O returned PLAP inhibition 1%, NFkB transloc pot -1, Bcl-B TR3 displacers 18%, IL1B NFkB inh 1, MRP resist rev -20, MRP resist rev cytotoxicity 68, MRP resist rev with doxorubicin 88, IL1B NFkB inh cell count 2 µM 196 and NFkB transloc pot cell count 2 µM 196.
`CCOc1c2ccc(C(=O)NCc3ccc4c(c3)OCO4)cc2nn1CCOC` gave PLAP inhibition -10%, NFkB transloc pot -7, Bcl-B TR3 displacers 10%, IL1B NFkB inh 7, IL1B NFkB inh cell count 2 µM 111 and NFkB transloc pot cell count 2 µM 111.
For COc1cccc2cc(C(=O)NCc3ccco3)c(=Nc3ccc(C(=O)O)cc3)oc12 the results were PLAP inhibition -20%, NFkB transloc pot 5, Bcl-B TR3 displacers 17%, IL1B NFkB inh -5, MRP resist rev -10, MRP resist rev cytotoxicity 12, MRP resist rev with doxorubicin 22, IL1B NFkB inh cell count 2 µM 140 and NFkB transloc pot cell count 2 µM 140.
Screening Cc1ccc(CN2C(=O)C3CCCN3c3ccc(S(=O)(=O)N4CCOCC4)cc32)cc1 (configuration not stated) returned PLAP inhibition -21%, NFkB transloc pot 27, Bcl-B TR3 displacers -72%, IL1B NFkB inh -27, IL1B NFkB inh cell count 2 µM 101 and NFkB transloc pot cell count 2 µM 101.
Screening CS(=O)(=O)N(CC(=O)Nc1ccc2c(c1)OCO2)c1ccccc1 returned PLAP inhibition 11%, Bcl-B TR3 displacers 0%, MRP resist rev 3, MRP resist rev cytotoxicity 90 and MRP resist rev with doxorubicin 87.
For O=C(c1ccc(NC2=NC3CS(=O)(=O)CC3S2)cc1)N1CCN(Cc2ccccc2)CC1 (configuration not stated) the results were PLAP inhibition -51%, NFkB transloc pot 20, Bcl-B TR3 displacers -10%, IL1B NFkB inh -20, MRP resist rev -14, MRP resist rev cytotoxicity 88, MRP resist rev with doxorubicin 102, IL1B NFkB inh cell count 2 µM 169 and NFkB transloc pot cell count 2 µM 169.
`CCCN1C2=NCCCN2c2ccccc21` gave PLAP inhibition -4%, NFkB transloc pot 9, Bcl-B TR3 displacers -6%, IL1B NFkB inh -10, MRP resist rev 15, MRP resist rev cytotoxicity 96, MRP resist rev with doxorubicin 81, IL1B NFkB inh cell count 2 µM 158 and NFkB transloc pot cell count 2 µM 158.
For COc1ccccc1C1(CC(=O)Nc2nccs2)CCOC(C(C)C)C1 (configuration not stated) the results were PLAP inhibition -34%, NFkB transloc pot -2, Bcl-B TR3 displacers -2%, IL1B NFkB inh 2, IL1B NFkB inh cell count 2 µM 146 and NFkB transloc pot cell count 2 µM 146.
`COc1ccc(OCCSc2nnc(-c3ccoc3C)n2C)cc1` gave PLAP inhibition -46%, NFkB transloc pot inconclusive, Bcl-B TR3 displacers -7%, IL1B NFkB inh -45, MRP resist rev 12, MRP resist rev cytotoxicity 104, MRP resist rev with doxorubicin 92 and IL1B NFkB inh cell count 2 µM 123.
For COc1ccc(-c2cc(NCCc3ccncc3)n3ncnc3n2)cc1 the results were PLAP inhibition -81%, Bcl-B TR3 displacers -6%, MRP resist rev -12, MRP resist rev cytotoxicity 79 and MRP resist rev with doxorubicin 91.
For CCOC(=O)CNC(=O)c1ccc(C)cc1 the results were PLAP inhibition -20%, NFkB transloc pot 1, Bcl-B TR3 displacers 1%, IL1B NFkB inh -6, MRP resist rev 2, MRP resist rev cytotoxicity 99, MRP resist rev with doxorubicin 97, IL1B NFkB inh cell count 2 µM 168 and NFkB transloc pot cell count 2 µM 61.
For C=CCn1c(=O)c2c(C)c(C)sc2n2c(Nc3ccccc3)nnc12 the results were PLAP inhibition -2%, NFkB transloc pot 4, Bcl-B TR3 displacers -3%, IL1B NFkB inh -4, MRP resist rev -9, MRP resist rev cytotoxicity 76, MRP resist rev with doxorubicin 85, IL1B NFkB inh cell count 2 µM 100 and NFkB transloc pot cell count 2 µM 100.
CN1CCC(N(C)C(=O)c2ccccc2Nc2ccc(SC(F)F)cc2)CC1 was read as PLAP inhibition -31%, NFkB transloc pot 2, Bcl-B TR3 displacers 0%, IL1B NFkB inh -2, MRP resist rev 5, MRP resist rev cytotoxicity 92, MRP resist rev with doxorubicin 87, IL1B NFkB inh cell count 2 µM 114 and NFkB transloc pot cell count 2 µM 114.
